Source: PubChem
IEC-6 tox: IEC-6 cytotoxicity, counter-screen for KLF5 inhibitors | 0.78% of 290,000 active | inhibition, % at 5 µM | AID 1825 | luminescence viability; in the data active means inhibition above about 22%;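 further: 0% = plate median of test compound wells and 100% = cytotoxic reference compound wells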
KLF5 inh: suppresses KLF5 promoter-driven expression. 0.23% of 290,000 active. DLD-1 KLF5 promoter-luciferase reporter, luminescence. inhibition, % at 5 µM;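 active means inhibition above a per-plate limit of that plate's mean compound inhibition plus 3 SD, cut at about 60% in these data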;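 further: 0% = DMSO wells and 100% = LY294002 at 200 µM; higher means less KLF5 promoter-driven luciferase light; inactives centre near -14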
HIF act: HIF pathway transcriptional activation | U2OS HRE-luciferase reporter, luminescence; normalized: DMSO 0%, desferrioxamine 100% | activation, % at 7.5 µM (by protocol) | 0.32% of 300,000 active;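 active means mean activation of at least 10% of the iron chelator positive control signal, with at least half of replicates also reaching 10%; inconclusive means mean and replicate majority disagree about reaching 10%; inactive means mean and most replicates under 10%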
HSF1 activator: increases HSF-1 driven luciferase reporter signal; activation, % at 9 µM; NIH3T3-HGL HSF-1 luciferase reporter, MG132, 8 h; 100% = twice DMSO control signal; 1.7% of 300,000 active;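 active means mean replicate activation of at least 50% with a set share of replicates each reaching 50%; inconclusive means only one of those two conditions met; inactive means mean below 50% and too few replicates reaching it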;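 further: 0% = median of the neutral control wells and 100% = twice that signal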
HSP90 refold inh: HSP90 refolding inhibition in rabbit reticulocyte lysate; 0.91% of 290,000 active; inhibition, % at 5.6 µM; AID 1789; luciferase refolding luminescence, 3 h;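 active means inhibition above the screen-wide mean plus 3 SD, computed separately per campaign, cut at about 16% in these data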;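 further: 0% = DMSO wells and 100% = 60 µM geldanamycin wells; inhibitors lower the luminescence because luciferase stays unfolded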
AI-2 QS mod: modulates the Vibrio harveyi AI-2 quorum sensing system; Vibrio harveyi JMH597 AI-2 luminescence/OD600 ratio, 9 h; hits give low values; strain lacks LuxN and CqsS sensors; 0 = neutral-control median; activity change, % at 7.5 µM; 0.4% of 300,000 active; AID 2094; in the data active means activity change below about -75%, passing the limit was not always enough; inconclusive means no clear call, values can overlap the other calls;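 further: luminescence divided by OD600 gain over 9 h not by final OD600 alone; inactives centre near 13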
GSK3A inh: blocks human GSK-3 alpha kinase | ADP-Glo luminescence, 60 min | 0.1% of 320,000 active | inhibition, % at 10 µM;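 in the data active means inhibition above about 50%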;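 further: GST-tagged GSK-3 alpha with peptide substrate and 25 µM ATP; 0% = DMSO neutral wells and 100% = GW8510 positive control wells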
Target sequence (P49840 whole entry, looked up): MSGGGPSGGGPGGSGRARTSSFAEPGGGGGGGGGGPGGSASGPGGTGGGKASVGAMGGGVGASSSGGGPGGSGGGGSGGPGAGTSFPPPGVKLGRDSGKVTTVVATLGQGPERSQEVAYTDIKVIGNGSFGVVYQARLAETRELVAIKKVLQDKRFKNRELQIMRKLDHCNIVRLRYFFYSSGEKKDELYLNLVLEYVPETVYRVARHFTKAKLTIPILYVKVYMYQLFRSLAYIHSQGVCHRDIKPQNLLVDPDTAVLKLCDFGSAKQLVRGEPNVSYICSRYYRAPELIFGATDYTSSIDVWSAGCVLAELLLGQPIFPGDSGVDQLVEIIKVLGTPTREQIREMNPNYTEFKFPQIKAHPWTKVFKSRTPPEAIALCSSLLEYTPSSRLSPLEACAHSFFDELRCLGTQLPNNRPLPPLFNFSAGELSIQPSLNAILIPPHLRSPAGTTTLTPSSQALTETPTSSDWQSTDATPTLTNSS
aSyn 5UTR inh: MLPCN primary screen, SNCA 5' untranslated region; alpha-synuclein 5'UTR reporter, inhibitor activity; inhibition, % (tested at 7.5 µM); 0.82% of 300,000 active; AID 1813; in the data active means inhibition above about 60%; inconclusive means no clear call, values can overlap the other calls;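 further: H4 neuroglioblastoma cells stably carrying SNCA 5'UTR luciferase fusion; 0% = DMSO wells and 100% = positive control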
HSF1 inhib: HSF1 inhibition; NIH3T3-HGL HSE-luciferase, MG132-induced, luminescence 8 h; hits give low values; activity change, negative = inhibition, % at 7.5 µM (by protocol); 0.77% of 300,000 active; AID 2098;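 active means more than half of replicate wells show activity change below -50%, luminescence cut by over half; inconclusive means some wells, but at most half, below -50%; inactive means no replicate well below -50%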;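 further: luciferase reports HSF-1 transcriptional activity via heat shock element; 0% = median of DMSO wells and -100% = zero luminescence signal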
GSK3B inh: blocks human GSK3beta kinase activity | P49841 | GST-GSK3beta kinase, ADP-Glo luminescence, 60 min; hits give low values | activity score (negative = inhibition), % at 10 µM | 0.038% of 300,000 active;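 active means more than half of replicate wells score below -50%, meaning over 50% inhibition versus plate controls; inconclusive means some replicates but at most half score below -50%; inactive means no replicate scores below -50%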;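 further: 0% = median DMSO wells and -100% = median GW8510 positive control wells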
Target sequence (P49841 whole entry, looked up): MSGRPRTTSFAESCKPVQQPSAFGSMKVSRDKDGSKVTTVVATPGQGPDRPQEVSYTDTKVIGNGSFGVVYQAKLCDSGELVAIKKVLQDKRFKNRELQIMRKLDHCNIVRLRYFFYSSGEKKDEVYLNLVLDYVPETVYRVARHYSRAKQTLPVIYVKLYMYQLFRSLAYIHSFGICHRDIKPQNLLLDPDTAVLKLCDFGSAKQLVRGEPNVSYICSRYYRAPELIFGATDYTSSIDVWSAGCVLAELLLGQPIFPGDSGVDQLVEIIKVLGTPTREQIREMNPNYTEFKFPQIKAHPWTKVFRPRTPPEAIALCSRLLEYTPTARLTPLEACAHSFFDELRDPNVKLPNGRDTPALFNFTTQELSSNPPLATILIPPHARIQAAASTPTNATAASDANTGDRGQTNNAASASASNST
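Assay system: GST-tagged human GSK3beta kinase, cell-free; Input: 1.6 ng GSK3beta; Medium: Tris/MgCl2 kinase buffer; Timing: 60 min enzyme reaction, room temperature; Signal: ADP-Glo luminescence quantifying ADP generated by kinase; Evaluation: score relative to plate controls; Benchmarks: DMSO neutral wells and GW8510 at 20 µM as positive.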
Numbers without * were called inactive; ? = inconclusive; · = no result given.

SMILES	IEC-6 tox	KLF5 inh	HIF act	HSF1 activator	HSP90 refold inh	AI-2 QS mod	GSK3A inh	aSyn 5UTR inh	HSF1 inhib	GSK3B inh
N#C/C(=C(/O)C(Cl)c1ccccc1)c1nc2ccccc2s1 (centres undefined)	4	-21	1.6	28	6	-31	7	-37	17	2
Cn1c(=O)[nH]c2c(nc(-c3ccc(Cl)cc3)n2C)c1=O	-1	-20	-1.4	-6	-4	7	-3	20	-1	4
CCOC(=O)c1[nH]c2ccc(OC)cc2c1NS(=O)(=O)c1ccc(Cl)s1	5	-6	0.1	-27	3	-84*	-1	7	-19	-3
O=C(OCC(=O)N1CCOCC1)c1ccc(N2CCOCC2)c([N+](=O)[O-])c1	-8	-12	0.2	13	-1	14	2	25	4	2
Cc1ccc(S(=O)(=O)N(C)C)cc1NC(=O)COC(=O)Cc1ccc(Br)cc1	-2	-21	-0.1	6	3	17	2	-11	-3	-1
O=C(Nc1ccc2snnc2c1)Nc1cccc2ccccc12	4	-9	1.4	13	-4	-19	-2	-28	11	-1
COC(=O)C1C(O)=C(C=Nc2ccc(N)cc2)C(=O)CC1(C)C (centres undefined)	-2	-15	0.1	-8	-2	12	-3	10	-2	3
Cc1ccc(CCNC(=O)C2CCCN(S(=O)(=O)c3cccc4nsnc34)C2)cc1 (centres undefined)	5	7	0.0	10	3	-1	5	-8	-3	4
Cc1nc(/N=C(\N)NC(=O)c2ccccc2)nc2ccccc12	4	-16	2.3	17	2	26	-1	-292	15	-2
Cc1ccc(C)c(S(=O)(=O)N2CCN(C(=O)CCC(=O)c3cc(C)sc3C)CC2)c1	·	·	-3.2	-8	·	17	0	18	-1	1
COc1ccc(C(=O)C(CN2CCCC2)c2ccccc2)cc1 (centres undefined)	7	-15	-1.3	-1	-3	206	0	-112	7	5
COC(=O)C(C)NC(=O)C1CCCN1C(=O)CNC(=O)OCc1ccccc1 (centres undefined)	4	-14	-2.8	10	-3	24	-3	-4	3	4
Cc1ccc(/C=N/NC(=O)CSc2nc3ccccc3n2Cc2ccccc2)o1	-2	-10	0.5	27	-1	16	-1	11	9	0
CC(/C=N/NC(=O)CSc1ccccn1)=C\c1ccc(C(C)C)cc1	-3	-50	2.2	-9	3	17	-1	-254	-12	-1
CN(C)C(=O)COc1ccc(Oc2ccccc2)cc1	1	-24	0.4	0	-2	8	-1	-39	6	3
Cc1c(NC(=O)COC(=O)c2ccc[nH]c2=O)c(=O)n(-c2ccccc2)n1C	0	-3	-0.3	8	2	16	-3	-4	-3	1
COC(=O)c1ccc(C(=O)OC)c(NC(=O)CN(c2ccccc2)S(=O)(=O)N(C)C)c1	-4	-38	0.1	13	-5	6	-5	4	10	-1
CC1(C)OC(=O)C(=NNc2ccc(Br)cc2)C(=O)O1	-2	2	1.1	-37	-3	20	-1	9	-14	4
Cc1nc2sc(C)c(C)c2c(=O)[nH]1	0	-9	0.4	23	-4	4	0	-3	-2	3
CCC(=O)N(Cc1cc(=O)[nH]c2ccccc12)C1CCCCC1	1	13	-0.5	18	1	10	0	11	-2	2
CCCCOc1ccc2c(c1)C(=O)c1cc(O)ccc1-2	-1	-120	1.8	64*	-4	?	1	-209	39	0
CC1(C)CC(=O)C(N=Nc2cccnc2)=C(O)C1	-1	1	-0.1	9	0	16	-3	-12	-1	-3
CNC(=O)c1cc(S(=O)(=O)NCc2ccncc2)ccc1OC	4	-12	-0.3	-7	0	13	0	38	-11	-2
COc1ccccc1CCNCc1ccc(OC)c(OCc2ccccc2)c1	3	-31	-0.5	-1	-3	26	-2	-21	-4	-1

Profiles, quoted from the list.
CCCCOc1ccc2c(c1)C(=O)c1cc(O)ccc1-2 is entered as IEC-6 tox: -1; KLF5 inh: -120; HIF act: 1.8; HSF1 activator: 64*; HSP90 refold inh: -4; AI-2 QS mod: ?; GSK3A inh: 1; aSyn 5UTR inh: -209; HSF1 inhib: 39; GSK3B inh: 0
CC1(C)OC(=O)C(=NNc2ccc(Br)cc2)C(=O)O1 is entered as IEC-6 tox: -2; KLF5 inh: 2; HIF act: 1.1; HSF1 activator: -37; HSP90 refold inh: -3; AI-2 QS mod: 20; GSK3A inh: -1; aSyn 5UTR inh: 9; HSF1 inhib: -14; GSK3B inh: 4

Additional records follow.
SMILES	IEC-6 tox	KLF5 inh	HIF act	HSF1 activator	HSP90 refold inh	AI-2 QS mod	GSK3A inh	aSyn 5UTR inh	HSF1 inhib	GSK3B inh
O=C(NCc1ccoc1)c1ccc(NC(=O)c2ccccc2Cl)cc1	17	-12	0.1	13	3	12	-1	1	-2	0
COc1ccc(OC)c(NC(=S)N(CCc2c(C)[nH]c3ccccc23)Cc2cccs2)c1	6	-21	-0.2	23	5	10	0	19	11	-3
COc1ccc(OCCn2ccnc2)cc1	-1	-13	-0.7	-16	-3	3	0	3	-3	1
COc1cc(/C=C2/C(=O)N(c3cccc(Br)c3)N=C2C)cc(OC)c1O	12	-20	-0.2	-8	-2	27	2	8	4	-3
CCCn1c(=O)c2ccccc2n2c(SCCOc3ccc(OC)cc3)nnc12	-6	-30	-0.2	15	-3	8	0	-3	-6	-2
CC(=O)c1c[nH]c2ccc(C)cc2c1=O	5	5	0.0	4	3	12	-3	4	-7	-1
CC(C)(O)C#Cc1ccc(CN2CCN(C3CCCCC3)C(CCO)C2)s1 (centres undefined)	8	-3	-0.3	0	-2	7	-5	10	5	2
O=c1cc(CN2CCN(Cc3ccccc3)CC2)c2ccc(O)cc2o1	-4	-22	1.1	-27	0	21	2	6	-10	-2
COc1ccc(NC(=O)Nc2ccon2)cc1OC	-6	-33	-0.2	1	2	10	0	-10	4	2
COc1ccc(-c2c(=O)n(OCc3ccccn3)c3ccccc3[n+]2[O-])cc1OC	0	0	-0.2	17	1	5	-5	17	-2	0
NS(=O)(=O)OCC1CCCCC1	-1	-1	-0.2	-9	-2	3	1	11	-6	2
CCSc1nnc(NC(=O)c2ccccc2C)s1	-6	-103	2.0	17	-1	15	-2	-117	13	2
O=C(CN1CCN(C(=O)c2ccco2)CC1)Nc1ccc(Br)cc1	-2	-5	0.2	23	6	-6	1	-1	-6	1
O=C(CC1C(=O)N(c2ccccc2)C(=S)N1c1ccccc1)c1ccc(Br)cc1 (centres undefined)	-6	2	-0.1	-22	1	12	-2	6	-6	1
COC(=O)C1=C(CS(=O)(=O)c2ccc(OC)cc2)NC(=O)NC1c1ccccc1 (centres undefined)	-5	4	-0.4	-3	-1	18	1	2	-11	0
CC1CCCC(C)N1/N=C/c1ccc([N+](=O)[O-])cc1 (centres undefined)	0	-33	0.2	7	-2	5	-2	-57	3	-3
COc1ccc(CCNC(=O)Cn2c(=O)n(-c3ccc(C)c(F)c3)c(=O)c3sccc32)cc1OC	-9	-17	0.6	-9	-1	23	-2	4	-8	2
COC(=O)c1ccc(CN2CCCC(C(=O)c3cc(F)ccc3OC)C2)cc1 (centres undefined)	-5	-21	-0.7	13	-3	11	1	14	5	-5
COc1cc(NC(=S)N2CCN(C(c3ccccc3)c3ccccc3)CC2)cc(OC)c1	4	-12	-35	26	2	-15	-5	-13	2	-3
C=CCNC(=O)COc1ccc(N(C)S(=O)(=O)c2ccc(NC(C)=O)cc2)cc1	-1	-20	-0.4	-9	-3	11	3	10	-2	-2
CC(OC(=O)Nc1cccc(Cl)c1)C(=O)O (centres undefined)	-2	-3	0.1	-4	2	7	-4	-5	-3	4
CCN(Cc1cnn(C)c1)C(=O)c1ccc(OC2CCN(S(=O)(=O)N(C)C)CC2)cc1	-1	-7	-0.7	-3	-4	-11	1	23	1	2
COc1ccc(S(=O)(=O)N2CCOCC2)cc1NC(=O)CSc1n[nH]c(=O)n1C1CC1	-3	-10	-0.4	0	-6	17	0	13	-7	1
COc1ccccc1NC(=O)c1ccc(NC(=O)COC(=O)C2(C)CC2(Cl)Cl)cc1 (centres undefined)	2	-2	0.0	-10	4	22	-3	0	-7	-6
Clc1ccc(OCc2cc(-c3ccccc3)no2)cc1Cl	-6	-27	1.3	34	-2	?	-3	-11	21	-3
COCC1CCCN(C(=O)c2cc(COc3ccc4ncccc4c3)on2)C1 (centres undefined)	18	14	0.9	-1	-1	13	1	7	-8	1
COc1ccc(CNC(=O)Cn2c(=O)oc3cc(S(=O)(=O)N4CCCC4)ccc32)cc1	8	-7	-0.8	-46	0	-3	-2	-17	-36	·
Cc1ccc(C)c(N(CC(=O)NCc2ccco2)C(=O)CNS(=O)(=O)c2ccccc2)c1	-5	-34	-0.7	9	-3	21	-1	11	6	-1
CC(C)CCn1nc(C(=O)Nc2nc3c(s2)CCCC3)c2ccccc2c1=O	9	-19	-0.4	-29	-2	-3	-2	68*	-10	2
NNc1ncnc2scc(-c3ccc(Cl)cc3)c12	12	16	0.5	-4	4	1	-3	25	-3	3
COc1ccc(OC)c(-c2csc(NC(=O)Cc3cccs3)n2)c1	5	-29	0.6	-7	-2	-6	·	-40	3	-3
CCCCCn1c(=O)[nH]c2cc(C(=O)NC3CCN(Cc4ccccc4)CC3)ccc2c1=O	·	·	-1.1	13	·	27	0	-40	3	2
O=C(O)c1ccccc1C(=O)NCC(O)c1ccccc1 (centres undefined)	0	-6	0.1	11	-3	17	-3	-2	6	-3
COc1ccc2ccccc2c1-c1sc(Nc2ccccc2)n[n+]1-c1ccc(F)cc1	6	-9	-0.3	-44	3	39	-4	3	-35	2
Nc1nc(NC(=O)CCCC(=O)O)nn1-c1ccccc1	-3	-8	0.1	3	1	10	-1	-23	-7	5
O=S1(=O)CCN(Cc2ccc(Cl)c(C(F)(F)F)c2)CC1	-6	-5	-0.4	19	-2	20	-2	26	1	0
CCOc1ccc(-c2noc(CCCC(=O)NC3CCCCC3)n2)cc1OC	1	-9	-0.6	11	-3	24	-2	3	6	0
CC(=O)Nc1cccc(NC(=O)C2C3C=CC(C3)C2C(=O)O)c1 (centres undefined)	-1	-29	-17	7	3	-1	-1	-9	-5	1
COc1ccc(N(CC(=O)NCc2ccco2)C(=O)CCC(=O)Nc2nccs2)cc1	0	-13	1.4	-3	-2	·	0	-15	0	·
CCC1SC2=NC(C)=C(C(=O)OC)C(c3ccc(C(=O)OC)cc3)N2C1=O (centres undefined)	3	2	1.7	-13	-3	10	1	4	-1	1
CCN(CC)CCCN(Cc1cc2cc(OC)c(OC)cc2[nH]c1=O)C(=O)Nc1ccccc1	-1	-21	0.8	13	-3	13	3	-21	-1	-4
Cc1ccccc1NC(=O)c1ccc(-c2ccc(Cl)cc2Cl)o1	2	-11	1.2	8	-2	9	-2	-37	10	4
Fc1ccc(-c2nnc3n2CCCCC3)cc1	-4	-11	-0.6	1	-1	9	3	10	-7	-1
COc1ccc(CNCCC(c2ccccc2)c2ccc(OC(C)C)cc2)cc1OC (centres undefined)	0	-20	-0.1	18	1	27	-1	0	2	1
CC(C)(C)NC(=O)c1ccc2c(c1)C1C3CCC(C3)C1C(c1ccccc1)N2 (centres undefined)	-9	-28	0.2	46	4	47	0	48	29	-2
COc1ccccc1CNS(=O)(=O)c1c(C(=O)N2CCCCCC2)c(C)n(C)c1C	-1	-16	-0.4	-7	-6	9	0	24	-6	1
